Runt-SMMHC FRET: inhibitors of RUNX1 Runt–CBFb-SMMHC binding, primary screen, biochemical, FRET, Cerulean-Runt, Venus-CBFb-SMMHC, uHTS; Runt-related transcription factor 1 (Homo sapiens) + Core-binding factor subunit beta …; Cerulean-Runt/Venus-CBFb-SMMHC FRET ratio 530/480, 1 h; inhibition, % at 20 µM; 220,000 compounds, 0.74% hits; AID 1434, 2008;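 active = mean inhibition across duplicate retests at 20 µM reaching about 50%, limit read from the data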;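 also: 0% = DMSO wells and 100% = wells with excess untagged CBFb-SMMHC; inhibitors lower the FRET ratio by blocking Runt binding to CBFb-SMMHC; some results filed as inactive read as strong as hits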
NCF1 inh: p47phox/p22phox peptide binding inhibitors, primary screen, biochemical, uHTS, NADPH oxidase regulatory subunit. Neutrophil cytosol factor 1 (Homo sapiens), P14598. fluorescence polarization, 2 h. inhibition, % at 24.7 µM. 220,000 compounds, 0.53% hits;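 active = inhibition above about 30%, limit read from the data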;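 also: 0% = p47phox with labelled peptide and 100% = labelled peptide alone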
Target sequence (P14598 whole entry, looked up): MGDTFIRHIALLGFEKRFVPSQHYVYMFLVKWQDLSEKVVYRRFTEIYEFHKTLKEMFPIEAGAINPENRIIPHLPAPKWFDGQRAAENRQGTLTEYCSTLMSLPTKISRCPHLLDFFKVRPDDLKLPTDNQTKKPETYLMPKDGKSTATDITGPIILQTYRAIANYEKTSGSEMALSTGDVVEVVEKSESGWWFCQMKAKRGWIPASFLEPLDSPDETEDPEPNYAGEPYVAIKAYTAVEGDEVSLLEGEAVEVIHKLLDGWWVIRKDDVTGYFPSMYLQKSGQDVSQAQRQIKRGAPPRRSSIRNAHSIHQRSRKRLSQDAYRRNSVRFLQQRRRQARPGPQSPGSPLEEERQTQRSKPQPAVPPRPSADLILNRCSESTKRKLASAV
MDM2 E3 inh: MDM2-luciferase reporter signal enhancers, primary screen, MDM2 E3 ligase inhibitor project, cell-based, luminescence, 1536-well. E3 ubiquitin-protein ligase Mdm2 (Homo sapiens), Q00987. cell-based MDM2 ubiquitination luciferase reporter, 2 h; 0 = plate control, 100 = twice control, blank-subtracted. signal enhancement, % at 5 µM. 210,000 compounds, 0.11% hits;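 active = signal enhancement of 30% or more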;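 also: luminescence tracks abundance of the self-degrading MDM2-luciferase fusion protein; higher signal means inhibition of MDM2 E3 ligase activity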
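system = mammalian cells stably expressing self-ubiquitinating, self-degrading MDM2 E3–luciferase fusion | quantity = 2000 cells per well seeded | incubation = 4 h cell settling then 2 h compound exposure, 37 °C | signal = SteadyLite luminescence, 15 min reagent step | benchmarks = plate control and blank wells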
TbHK1 inh: Trypanosoma brucei hexokinase 1 inhibitors, primary screen, biochemical, G6PDH-coupled NADH absorbance, MLSCN library; hexokinase 1 [Trypanosoma brucei]; recombinant TbHK1, G6PDH-coupled NADH A340; inhibition, % at 10 µM; 220,000 compounds, 0.11% hits; AID 1430, 2008;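 active = inhibition of 50% or more in the single-dose primary screen; inactive = inhibition below 50%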
14-3-3 Bad PPI: inhibitors of 14-3-3 zeta/Bad binding, primary screen, biochemical, TR-FRET, bovine 14-3-3 zeta; TR-FRET 14-3-3zeta/Dy647-pBad peptide displacement, 1 h; inhibition, % at 21.7 µM; 14-3-3 protein zeta/delta (Bos taurus), P63103; 220,000 compounds, 0.71% hits; AID 781, 2007;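 active = inhibition above about 70%, limit read from the data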;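 also: 0% = full 14-3-3 plus peptide FRET controls and 100% = background without 14-3-3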
Target sequence (P63103 whole entry, looked up): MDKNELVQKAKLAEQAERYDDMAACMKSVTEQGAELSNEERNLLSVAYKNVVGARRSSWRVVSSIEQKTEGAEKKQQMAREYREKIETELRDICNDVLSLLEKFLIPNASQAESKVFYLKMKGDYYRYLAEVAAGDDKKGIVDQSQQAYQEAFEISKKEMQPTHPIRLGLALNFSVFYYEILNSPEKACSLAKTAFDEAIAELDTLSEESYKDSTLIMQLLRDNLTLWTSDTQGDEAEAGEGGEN
L929 necroptosis: inhibitors of zVAD-triggered necroptosis, primary screen, L929 cells | L929 zVAD necroptosis rescue, ATP luminescence, 24 h; with zVAD 60 µM | viability rescue, % at 10 µM | 220,000 compounds, 0.38% hits;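 active = activation, scaled between plate controls, above about 75%, limit read from the data; inactive = activation under that limit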;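 also: 0% = zVAD with DMSO and 100% = DMSO alone without zVAD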
EBV gp42 block: Epstein-Barr virus gp42 inhibitors, primary screen, biochemical, uHTS, fluorescence polarization; AID 1085, 2008; Fluorescence polarization binding assay, mP read-out; 220,000 compounds, 0.42% hits; inhibition, % (tested at 21.74 µM); in the data active = inhibition above about 50%
Target sequence (Q1HVG2 whole entry, looked up): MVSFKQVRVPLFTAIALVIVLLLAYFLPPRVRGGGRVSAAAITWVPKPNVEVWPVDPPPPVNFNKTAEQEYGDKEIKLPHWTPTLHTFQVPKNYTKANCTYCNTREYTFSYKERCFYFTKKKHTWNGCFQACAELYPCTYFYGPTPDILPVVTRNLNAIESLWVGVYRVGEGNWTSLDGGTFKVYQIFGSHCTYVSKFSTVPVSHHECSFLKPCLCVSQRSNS
Runt-CBFb FRET: inhibitors of RUNX1 Runt–CBFb binding, primary screen, biochemical, FRET, Cerulean-Runt, Venus-CBFb, uHTS | Cerulean-Runt/Venus-CBFb FRET ratio 530/480, 1 h | inhibition, % at 20 µM | Runt-related transcription factor 1 (Homo sapiens) + Core-binding factor subunit beta … | AID 1496, 2009 | 220,000 compounds, 0.46% hits;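 active = inhibition over about 50% at 20 µM in the single-dose screen, limit read from the data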;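 also: 0% = DMSO wells and 100% = excess unlabeled CBFb competitor control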
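Assay system: Cerulean-Runt domain fusion protein, energy donor; Signal: fluorescence energy transfer, 422 nm excitation, 530/480 nm emission; Timing: 1 h compound exposure, room temperature; Control set: unlabeled CBFb; Medium: Tris buffer pH 7.5 with salts and BSA; Compound: single test concentration of 20 µM, 1% DMSO final; Probe or stimulus: Venus-CBFb 100 nM.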
Hck-Nef inh: inhibitors of Nef-activated human Hck kinase, primary screen, biochemical, Z-Lyte FRET, 384-well, Hck-YEEI; Tyrosine-protein kinase HCK (Homo sapiens), P08631; Recombinant Hck-YEEI plus Nef, Z-Lyte FRET kinase assay; inhibition, % at 20 µM; 220,000 compounds, 0.68% hits; AID 463187, 2010;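 active = Hck-Nef kinase inhibition above about 50%, limit read from the data; inactive = inhibition below that limit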;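 also: 0% = DMSO with Hck plus Nef and 100% = Hck alone without Nef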
* = called active by the depositor; . = no result given; [ ] = remark or other dose.

SMILES	Runt-SMMHC FRET	NCF1 inh	MDM2 E3 inh	TbHK1 inh	14-3-3 Bad PPI	L929 necroptosis	EBV gp42 block	Runt-CBFb FRET	Hck-Nef inh
COc1cc2c(cc1OC)CN(C(=O)c1ccc(Br)o1)CC2	3	-12	2	-6	-3	23	-6	-1	-17
COc1ccccc1CNc1n[nH]c(NCc2ccccc2OC)n1	0	-5	-11	4	-9	0.8	-3	0	2
O=C(CCNS(=O)(=O)c1cccc2nonc12)N1CCN(c2cccc(Cl)c2)CC1	2	-13	-22	-7	7	-0.9	-4	6	-21
O=C(CCN1C(=O)c2ccccc2C1=O)NC1=NCCS1	0	-5	-10	29	0	-0.1	-13	0	4
O=C(CNc1ccccc1)c1ccc([N+](=O)[O-])cc1	1	2	-15	1	8[fluorescence artefact?]	-0.3	1	11	-1
O=C(c1ccco1)N1CCN(C(=O)c2cnn3c(C(F)(F)F)cc(-c4cccs4)nc23)CC1	6	-9	-5	-18	2	-0.2	-17	8	1
COc1ccc(Sc2nnc(-c3ccccc3)cc2C#N)cc1	-6	-7	-8	0	11[fluorescence artefact?]	-0.5	-23	3	-1
Cc1ccc(OCCSc2nc3ncnc(N)c3[nH]2)cc1	-2	-1	-1	4	3	3.1	-4	-1	38
C/C(=N\NC(=O)COc1ccc([N+](=O)[O-])cc1)C(C)(C)C	0	-9	-1	-5	6	2.2	-10	1	-5
O=C(NCC1CCCO1)c1cccc(-n2cnnn2)c1 (stereo not given)	0	-8	-86	39	-11	-0.4	-9	-1	2
CCC(NC(=O)c1ccccc1NC(=O)c1ccco1)C(=O)NNC(=O)c1ccc(OC)cc1 (stereo not given)	1	-5	-37	-6	7	0.1	-9	-5	27
Cc1c(CCOC(=O)c2ccc(N3CCOCC3)c([N+](=O)[O-])c2)sc[n+]1CC#N	2	4	.	-5	3	-1.0	-2	2	2
CSc1cccc(NC(=O)c2cnn3ccccc23)c1	-1	-13	-30	-7	0	69	-5	-3	12
CCCCn1c(N)c(Br)c(=O)[nH]c1=O	0	0	.	0	-3	-0.2	-1	-1	1
Cc1ccc(C(=O)NCC(=O)OCC(=O)c2cc(C)n(Cc3ccco3)c2C)cc1	0	-13	-17	-1	-3	0.2	1	-1	2
COc1ccc(NC(=O)C2CCCN2S(=O)(=O)c2ccc(C)cc2)cc1 (stereo not given)	1	-9	-12	-9	-7	-0.3	-5	2	5
COc1ccc2c(c1)CCCC21SC(NC(C)=O)=NN1C(C)=O (stereo not given)	2	-4	-4	-2	-1	1.2	-12	-1	10
Cc1noc(C)c1COC(=O)COc1ccc2c(C)cc(=O)oc2c1	-3	-19	-13	-6	-3	0.2	0	-3	0
CCCOC(=O)CCc1n[nH]c(=O)[nH]c1=O	1	1	-13	-5	.	0.2	0	-1	0
Cc1ccc(N(C(C)C(=O)N2CCOCC2)S(C)(=O)=O)cc1C (stereo not given)	-1	-7	-11	1	-4	4.3	-16	2	17
Cc1cc(C)n(C(=O)c2ccc([N+](=O)[O-])cc2[N+](=O)[O-])n1	2	-3	-16	35	16[fluorescence artefact?]	1.6	-16	4	3
O=C(COC(=O)C1(c2ccccc2F)CCCC1)N1CCN(C(=O)c2ccco2)CC1	2	-13	-13	4	-4	-0.3	3	-3	0
CCOC(=O)N1CCC(N2C(=O)c3ccccc3C2Nc2ccc(Cl)cn2)CC1 (stereo not given)	-1	3	-5	-7	2	-0.9	0	-1	3
Cc1ccccc1NS(=O)(=O)c1ccc(OCC(=O)NCc2cccnc2)cc1	3	-5	-17	3	2[fluorescence artefact?]	0.2	-3	-3	3
CCOC(=O)C1=C(C)N(c2ccccc2)C(=O)NC1c1cccc([N+](=O)[O-])c1 (stereo not given)	2	-10	-13	35	5[fluorescence artefact?]	-0.1	6	-1	1
COC(=O)c1ccccc1NC(=O)c1nc2nc(C)cc(C(F)F)n2n1	2	-9	-14	-8	-2	0.3	-4	0	-1
CCOC(=O)c1c(NC(=O)CN2C(=O)NC(C)(c3ccc(OC(F)F)cc3)C2=O)sc(C)c1C (stereo not given)	-1	-15	-8	-14	5	0.9	-12	-8	3
COc1ccccc1CNC(=O)c1ccc(CS(=O)(=O)c2ccccc2OC)o1	5	-4	-31	-2	-11	-0.4	11	-2	2
N#CC1=C(N)Oc2n[nH]c(-c3ccc(F)cc3)c2C1c1cccc(OC(=O)N2CCOCC2)c1 (stereo not given)	3	3	-9	-5	-9	0.5	2	1	2
Cc1c(C(=O)O)oc2ccc(S(=O)(=O)NCc3ccc(F)cc3)cc12	-3	-4	-7	3	14	-0.1	-4	0	0
Cc1ccc(CNC(=O)CO/N=C/c2ccc(C(C)(C)C)cc2)cc1	-2	-12	.	-3	1[fluorescence artefact?]	1.0	-1	-8	3
Cc1c(NC(=O)CSc2nc3c(cnn3-c3ccccc3)c(=O)[nH]2)c(=O)n(-c2ccccc2)n1C	2	5	2	-2	4	.	-3	-1	3
CCC(C(=O)Nc1cc(Cl)c(OC)cc1OC)c1ccccc1 (stereo not given)	2	-6	-9	-8	-12	1.7	6	-2	-1
COc1cccc(C(O)Cc2nc3ccccc3n2C)c1OC (stereo not given)	0	-2	3	-6	7	0.5	-22	-2	14
CCOC(=O)C(C)n1cnc2c(oc3ccccc32)c1=O (stereo not given)	-3	-26	-16	5	-3	1.1	-15	-4	-1
O=C(COc1cc(F)ccc1[N+](=O)[O-])Nc1ccc(N2CCOCC2)cc1	-3	.	.	-11	7	0.3	-14	1	6
Cc1ccc(Nc2nc(CSc3nnnn3-c3ccccc3)cs2)cc1	4	-35	1	4	11	-0.2	-24	11	1
O=C(O)C1C2C=CC(C2)C1C(=O)Nc1ccc2c(c1)OCCO2 (stereo not given)	-2	-1	-3	3	3	0.5	33	2	8
CCOc1ccc(N(CC(=O)Nc2c(C)cccc2C)S(=O)(=O)c2c(C)[nH]c(=O)[nH]c2=O)cc1	-3	-7	-11	-8	3	0.4	-29	2	12
Clc1cccc(CSc2nccn2-c2ccccc2)c1	-10	-13	-8	5	-7	0.1	-10	-2	2
CC1CN(c2ncnc3c2cnn3-c2ccc(Cl)cc2)CC(C)O1 (stereo not given)	-1	-1	-18	0	10	1.0	-9	0	-1
N#Cc1c(N)nc2c(c1N)CC(COc1ccccc1)O2 (stereo not given)	3	3	-22	7	-3[fluorescence artefact?]	0.0	-10	1	1
CCOC(=O)N1CCN(c2cc3[nH]c(=S)[nH]c3cc2F)CC1	2	-10	-20	2	-13	0.1	-11	2	5
CN(NC(=O)c1ccccc1)c1nc2ccccc2nc1C(F)(F)F	1	-6	-3	1	-8[fluorescence artefact?]	0.6	3	-2	0
O=C(COc1cccc(C(F)(F)F)c1)N1CCN(c2ccc(O)cc2)CC1	35	-5	-5	-2	-6	-0.4	13	30	33
CN1CCN(C(=O)C23CCC(C)(c4nc5ccccc5nc42)C3(C)C)CC1 (stereo not given)	-2	0	0	-5	-1	0.2	1	1	1
Cc1cccc(C)c1OCC(=O)N=Nc1c(O)[nH]c2ccc(Br)cc12	-2	-5	-7	-5	-10[fluorescence artefact?]	0.4	-7	-2	-2
CO/N=C/C(C#N)c1ncc(C(F)(F)F)cc1Cl (stereo not given)	-2	-16	13	-18	3	0.8	-15	0	1
NS(=O)(=O)c1ccc(NC(=O)COC(=O)CCC2CCCCC2)cc1	-2	-12	-12	-5	-3	-0.1	-26	1	0
CCOc1ccc(-n2c(=O)cc(N3CCN(c4ccccc4)CC3)[nH]c2=O)cc1	-4	-5	-2	4	-10[fluorescence artefact?]	0.7	-3	-2	1
O=C(CSc1nnc2sc3ccccc3n12)NCc1ccco1	3	-3	-7	40	-2	0.8	-12	-2	4
C/C=C/C=N/Nc1nc(C)cc(=O)[nH]1	2	-12	-5	2	-11	3.9	-8	1	21
CCOC(=O)c1c(-c2ccc(OC)cc2)csc1NC(=O)CSc1nnc(C)c(=O)[nH]1	-1	-16	-6	-4	-4	6.8	-4	-5	-10
COc1ccc(C(=O)Nc2cc(C)cc(C)c2)cc1S(=O)(=O)N1CCOCC1	-2	4	-2	0	-9	2.8	-41	-3	0
N#Cc1cnc(NOCc2ccc(Cl)cc2)nc1	2	1	1	-3	-8	1.1	0	-1	24
Cc1[nH]c2ccc(-c3nnc(SCC(=O)c4ccccc4F)o3)cc2c1C	-8	-36	9	-14	29	0.2	-31	-2	8
Cc1ccc(Nc2nc(CSc3n[nH]c(N)n3)cs2)cc1	0	-17	-36	-3	1	1.0	-16	9	-12
CCN(CC)CCCNC(=O)C(C)n1nc(C)c2sc3ccccc3c2c1=O (stereo not given)	-5	6	-3	2	-1	-0.9	-12	1	1
CCNc1nc(NCC)n2c(SCC(=O)Nc3ccc(F)cc3[N+](=O)[O-])nnc2n1	-2	-3	-2	-1	-13	2.0	-11	0	-2
Cc1ccc(C)n1-c1ccccc1N1CCCCC1	-1	4	-16	-2	-14	2.0	-5	-2	15
COc1ccc(OC)c(N2CC(O)(c3ccccc3)[N+]3=C2SCCC3)c1 (stereo not given)	3	3	-13	4	-5	-1.0	2	0	-13
O=C(Oc1cc2oc(=O)c3c(c2cc1Cl)CCCC3)c1ccco1	120*	-6	-15	-15	7	-0.1	2	68*	83*
Cc1cc(NC(=O)CSc2nncn2N)no1	1	-5	-7	1	-6	0.1	-5	-1	2

Of the compounds above, these have a thiophene ring, fused or not.
SMILES	Runt-SMMHC FRET	NCF1 inh	MDM2 E3 inh	TbHK1 inh	14-3-3 Bad PPI	L929 necroptosis	EBV gp42 block	Runt-CBFb FRET	Hck-Nef inh
O=C(c1ccco1)N1CCN(C(=O)c2cnn3c(C(F)(F)F)cc(-c4cccs4)nc23)CC1	6	-9	-5	-18	2	-0.2	-17	8	1
CCOC(=O)c1c(NC(=O)CN2C(=O)NC(C)(c3ccc(OC(F)F)cc3)C2=O)sc(C)c1C (stereo not given)	-1	-15	-8	-14	5	0.9	-12	-8	3
CCOC(=O)c1c(-c2ccc(OC)cc2)csc1NC(=O)CSc1nnc(C)c(=O)[nH]1	-1	-16	-6	-4	-4	6.8	-4	-5	-10
CCN(CC)CCCNC(=O)C(C)n1nc(C)c2sc3ccccc3c2c1=O (stereo not given)	-5	6	-3	2	-1	-0.9	-12	1	1

Compound activity: PubChem BioAssay, several laboratories
